# Source: PubChem BioAssay (several laboratories)
# West Nile virus CPE = West Nile virus antiviral activity, cell-based, CPE readout (AID 1621). West Nile virus-infected cells, CPE inhibition; higher % means a stronger effect. one-dose CPE inhibition, % at 10 µM; IC50 in µM for titrated hits. actives 0.02% (n = 290,000); in the data active = a potency from the dose series; inconclusive = CPE inhibition mostly from about 3.7% at the one dose, without a potency; inactive = the rest, 99 in 100 with CPE inhibition below about 2.2%; also: strong numbers were not always called active
# KOR beta-arrestin-1 = KOR antagonists, beta-arrestin recruitment, cell-based, luminescence, uHTS (AID 1778); KOR beta-arrestin recruitment, luminescence, antagonist mode; higher % means a stronger effect; one-dose inhibition, % at 10 µM; IC50 in µM for titrated hits; actives 0.091% (n = 290,000); also: strong numbers were not always called active
# NOD2 inhibition = NOD2 signaling inhibitors, cell-based, luminescence, uHTS, HEK293 (AID 1566) | inhibition, % at 4 µM; hits with a dose series show EC50 in µM | actives 0.63% (n = 290,000) | HEK293 NOD2/NF-kB luciferase reporter, luminescence; higher % means a stronger effect; also: many of its hits are not listed in these tables
# KOR beta-arrestin-2 = KOR agonists, beta-arrestin recruitment, primary screen, cell-based, luminescence, uHTS (AID 1777) | KOR beta-arrestin recruitment, luminescence; higher % means a stronger effect | activation, % at 10 µM; hits with a dose series show EC50 in µM | actives 0.02% (n = 280,000); in the data active = activation above about 50%, passing the limit was not always enough; also: a part of the inactive calls stands beside numbers as strong as those of hits
# AID2073 = inhibitors of Mint1-CaV2.2 protein interaction, biochemical, HTRF (AID 2073); HTRF protein-protein interaction, Mint1-CaV2.2; higher % means a stronger effect; inhibition, % at 20 µM; hits with a dose series show IC50 in µM; actives 0.19% (n = 290,000); in the data active = inhibition mostly above about 51%, no sharp cut-off; inconclusive = no clear call, values can overlap the other calls; inactive = mostly below about 53%; also: some results filed as inactive read as strong as hits
# Dengue-2 NS5 capping = Dengue-2 NS5 methyltransferase inhibitors, primary screen, biochemical, confirmation dose response (AID 588689); Dengue-2 NS5 methyltransferase capping enzyme assay, biochemical; higher % means a stronger effect; one-dose inhibition, % at 25 µM; IC50 in µM for titrated hits; actives 0.3% (n = 340,000); in the data active = a potency from the dose series; inconclusive = inhibition above about 29% without an active follow-up result
# Yfh1-off respiration = mitochondrial function rescue without frataxin homolog – Friedreich's ataxia, plus single-dose screen, dose response (AID 1465) | one-dose fold induction at 50 µM; EC50 in µM for titrated hits | S. cerevisiae Yfh1-off respiration, WST-1 reduction, 72 h; higher fold induction means a stronger effect | actives 0.074% (n = 220,000);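 active = fold induction of absorbance versus untreated yeast above a set limit, then at least 30% activation at any dose in follow-up; inconclusive = repeats straddling the limit, or above it without dose testing; inactive = fold induction below the set limit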;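 also: activators that raise dye reduction in frataxin-depleted yeast; strong numbers were not always called active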
# HIV peptide binding = inhibitors of HIV fusion peptide binding, primary screen, biochemical, uHTS, fluorescence dequenching (AID 1986); cell-free peptide binding, fluorescence dequenching, 30 min; higher % means a stronger effect; one-dose inhibition, % at 20 µM; IC50 in µM for titrated hits; actives 0.3% (n = 290,000); in the data active = inhibition mostly above about 52%, no sharp cut-off; inactive = mostly below about 76%; also: some results filed as inactive read as strong as hits
# NOD1 inhibition = NOD1 signaling inhibitors, primary screen, cell-based, luminescence, uHTS (AID 1578); NOD1-driven NF-kB luciferase reporter cells, luminescence; higher % means a stronger effect; one-dose inhibition, % at 4 µM; EC50 in µM for titrated hits; actives 1% (n = 290,000); in the data active = inhibition mostly above about 36%, no sharp cut-off; inactive = mostly below about 34%;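 also: HEK-293T reporter cells stimulated with the NOD1 agonist gamma-tri-DAP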
# Dengue-2 NS5 capping pilot replicate = recorded beside Dengue-2 NS5 capping, whose call it bears; inhibition, %; measured here: pilot screen replicate inhibition
# Active calls of the source: *; i = inactive; u = inconclusive; x = not tested or not shown; [ ] = dose if it differs, or a comment. Rule as the data show it, unless noted: active = inhibition above about 50%; inactive = the rest. These rows are one share of the data; rates above refer to the full screens.
SMILES,West Nile virus CPE,KOR beta-arrestin-1,NOD2 inhibition,KOR beta-arrestin-2,AID2073,Dengue-2 NS5 capping,Yfh1-off respiration,HIV peptide binding,NOD1 inhibition,others
O=C(CSc1nnc(-c2ccccc2)o1)NC1CCS(=O)(=O)C1 (configuration not stated),-0.1%,-8%,9%,0.4%,-2%,4%,i,0.2%,-1%,
CNC(=O)COC(=O)CCC(=O)c1cccs1,-0.2%,3%,5%,-6.9%,-8%,-10%,i,0.1%,-38%,
COC(=O)c1ccccc1NC(=O)c1cnn2c(C)cc(C)nc12,0.7%,-16%,16%,6.4%,26%,9%,i,1.3%,-35%,
O=C(Nc1ccccc1)N1CCN(S(=O)(=O)c2ccccc2)CC1,-0.8%,-9%,24%,0.4%,-9%,8%,i,1.0%,-35%,
CC(C)CC(=O)Nc1ccc(C(=O)NNC(=S)NC(=O)C2CCCCC2)cc1,-0.3%,12%,20%,-2.4%,-35%,-6%,i,-2.0%,12%,
Clc1ccc2nc(CSCc3ccccc3)cn2c1,-0.7%,-7%,-70%,-1.3%,16%,x,i,-1.8%,-58%,
O=C(c1ccc2c3c(cccc13)CC2)C1CCCN(C(=O)c2ccc[n+]([O-])c2)C1 (configuration not stated),0.2%,4%,32%,0.7%,-15%,-3%,i,0.1%,11%,
COc1c(Cl)cc(C(=O)NCc2ccco2)cc1Cl,-1.4%,1%[20 µM],-2%,-4.9%,2%,-6%,x,-0.5%,-49%,Dengue-2 NS5 capping pilot replicate=-8.8
COC(=O)c1cccc(C23CC4(C2)[C@H](CN(Cc2ccc(-c5ccccc5)cc2)[C@@H]4c2ccccc2)C3c2ccc(C(F)(F)F)cc2)c1 (some centres not stated),-0.2%,1%,14%,10%,8%,x,i,3.3%,2%,
Fc1ccc(-n2nnnc2-c2cnc(-c3cccs3)nc2C(F)(F)F)cc1,3.2%,-16%,11%,4.2%,8%,2%,i,-0.8%,53%,

# Molecules shown so far that have a CF3 group, in the order listed:
SMILES,West Nile virus CPE,KOR beta-arrestin-1,NOD2 inhibition,KOR beta-arrestin-2,AID2073,Dengue-2 NS5 capping,Yfh1-off respiration,HIV peptide binding,NOD1 inhibition,others
COC(=O)c1cccc(C23CC4(C2)[C@H](CN(Cc2ccc(-c5ccccc5)cc2)[C@@H]4c2ccccc2)C3c2ccc(C(F)(F)F)cc2)c1 (some centres not stated),-0.2%,1%,14%,10%,8%,x,i,3.3%,2%,
Fc1ccc(-n2nnnc2-c2cnc(-c3cccs3)nc2C(F)(F)F)cc1,3.2%,-16%,11%,4.2%,8%,2%,i,-0.8%,53%,

# Next part.
SMILES,West Nile virus CPE,KOR beta-arrestin-1,NOD2 inhibition,KOR beta-arrestin-2,AID2073,Dengue-2 NS5 capping,Yfh1-off respiration,HIV peptide binding,NOD1 inhibition,others
O=C(Nc1ccccc1OC(F)F)c1ccc(F)cc1,-0.1%,35%,2%,-2.3%,-5%,-2%,i,-0.9%,x,
COc1ccccc1NC1CCCCC1NS(=O)(=O)c1ccccc1 (configuration not stated),1.2%,-2%,-3%,-3.7%,11%,-12%,x,0.4%,-6%,
NC(=O)CC1C(=O)N(c2ccc(Cl)cc2)C(=S)N1NC(=O)c1cccc(F)c1 (configuration not stated),0.3%,-14%,19%,-1.9%,-10%,-3%,x,-1.9%,-7%,
COc1ccc(OC(C)C(=O)N(C)Cc2nc(-c3ccccc3)no2)cc1 (configuration not stated),-0.7%,-2%,19%,-3.6%,12%,-3%,x,0.3%,-16%,
CCOc1ccc(-c2cc(C(=O)Nc3ccc4c(c3)OCCO4)c3ccccc3n2)cc1,-0.1%,-22%,-47%,8.8%,29%,1%,i,1.7%,-4%,
CCOC(=O)c1c(NC(=O)c2ccc(N3C(=O)[C@@H]4[C@H](C3=O)[C@H]3C=C[C@@H]4C3)cc2)sc2c1CC(C)CC2 (some centres not stated),-1.3%,-30%,47%,3.2%,1%,-4%,i,-1.2%,-12%,
CC(=O)Nc1ccc(S(=O)(=O)NC2=NCN(CCOC(=O)c3ccccc3)CN2)cc1,0.2%,-16%,10%,-2.7%,-6%,0%,i,0.9%,-5%,
CC(=O)Nc1ccc(OCC(O)CN2CCN(c3ccc(Cl)cc3)CC2)cc1 (configuration not stated),-0.2%,-5%,2%,-1.7%,2%,-4%,i,-1.9%,-17%,
Cc1ccc(-n2nc3c(c2NC(=O)c2cc4ccccc4o2)CS(=O)(=O)C3)cc1,-0.5%,7%,4%,2.0%,15%,-1%,x,-0.1%,-9%,
CN(C)C(=O)c1cc(C(=O)c2ccc(C(F)(F)F)cc2F)c[nH]1,-0.3%,-33%,11%,-0.5%,-9%,-1%,i,-1.2%,22%,
CCOc1ccc(/C=N/n2c(COc3ccccc3)n[nH]c2=S)cc1OC,-0.7%,27%,-15%,-1.9%,-28%,-11%,x,1.1%,-6%,
CC1=C(C(=O)Nc2cccc(F)c2)C(c2ccsc2)C2=C(CC(C)(C)CC2=O)N1 (configuration not stated),-0.6%,-85%,-15%,3.6%,17%,-8%,i,-1.3%,-24%,
CCCC1Cc2c(sc(N)c2C#N)CO1 (configuration not stated),0.6%,-11%[20 µM],16%,-6.0%,4%,-15%,i,-0.7%,-16%,
O=c1oc2ccccc2c(Nc2ccc(F)cc2)c1[N+](=O)[O-],-0.5%,-60%,x,5.8%,15%,-6%,i,-0.5%,x,
Cn1c(N/N=C/c2c[nH]c3ccccc23)nc2ccccc21,18%,-14%,-82%,-4.7%,-32%,4%,u,-4.1%,2%,
CC(C)(C)n1cnc2cc(NCc3ccc(Br)cc3)ccc21,-1.0%,5%,-157%,3.0%,4%,-10%,x,-1.2%,-4%,
CCOc1ccc(NC(=O)CCNC(=O)Cn2cnc3ccccc3c2=O)cc1,0.1%,-52%,-2%,-1.3%,1%,-2%,x,0.0%,-32%,
CCCCNC(=O)c1cccc(NC(=O)C(=O)c2ccccc2NC(C)=O)c1,-0.1%,9%,2%,-3.8%,1%,-3%,i,2.5%,-28%,
O=C(NC1CCCCC1)C(c1ccc(F)cc1)N(Cc1ccco1)C(=O)c1ccccn1 (configuration not stated),-0.7%,3%,10%,29%,11%,5%,i,0.9%,-22%,
CC(C)CNC(=O)c1cc(-c2ccc3c(c2)OCO3)on1,-0.7%,-6%,-154%,-1.0%,9%,3%,x,-0.1%,-15%,
O=S(=O)(c1cccc2nsnc12)N1CCCC1,-0.2%,16%,17%,-3.3%,-11%,-7%,i,-0.4%,-21%,
COc1ccc(Cl)cc1NC(=O)NCC1CCN(Cc2cc(C)ccc2C)CC1,-0.3%,-23%,3%,1.2%,8%,-2%,x,1.6%,-12%,
CCOc1ccc(-c2noc(CCCC(=O)NC3CCCC3)n2)cc1OC,0.1%,-6%,2%,-1.6%,5%,-3%,x,3.3%,16%,
Cc1ccc2c(c1)N(C(=O)NC1CCCCC1)C(C)(C)CC2C (configuration not stated),-0.1%,-58%,-21%,2.2%,-11%,1%,i,-3.1%,-20%,
COc1cc(C(=S)N2CCOCC2)cc(OC)c1OS(=O)(=O)c1ccc(NC(C)=O)cc1,-0.4%,-10%,0%,2.4%,-6%,1%,i,-0.2%,12%,
Cc1ccc(NC(=O)C2CCCN2C(=O)c2cccs2)c(C)c1 (configuration not stated),-0.2%,-32%,-20%,1.4%,2%,-6%,x,-1.8%,-38%,
O=C1C2C3c4ccccc4C(c4ccccc43)C2C(=O)N1c1nc(-c2ccccc2)cs1 (configuration not stated),1.8%,11%,14%,-2.2%,9%,-2%,i,-0.9%,11%,
Cc1ccc(NNC(=O)c2cc(C(C)(C)C)nn2Cc2ccccc2)cc1,2.7%,x,-96%,7.6%,-11%,-2%,i,-3.1%,-19%,
CC(C)NC(=S)n1cc(C(=O)c2cc(Cl)cc(Cl)c2O)cn1,-0.2%,-10%,13%,2.4%,15%,-7%,x,22%,-11%,
CC1CN(C(=O)C2(C)CC2(Cl)Cl)CC(C)O1 (configuration not stated),0.1%,-19%,12%,0.9%,0%,1%,i,0.9%,-9%,
CCn1cc(C(=O)OCC(=O)Nc2cccc(Cl)c2Cl)c(=O)c2ccc(C)nc21,-1.2%,-20%,-7%,5.1%,1%,x,i,1.1%,-32%,
O=S1(=O)NC(=NCc2ccccc2)c2ccccc21,0.5%,8%,0%,-0.9%,-7%,-6%,i,-2.1%,-9%,
O=C(c1ccco1)N1CCn2cccc2C1c1ccccc1 (configuration not stated),-0.2%,-49%,-21%,6.7%,-6%,-2%,i,0.2%,1%,
Cc1ccnc2c1ccc1ccccc12,-0.3%,-12%,8%,-8.1%,12%,-5%,x,-2.1%,1%,
COc1ccc(/C=N/NC(=O)c2ccoc2C)cc1COc1c(C)cccc1C,3.2%,-7%,-202%,-4.4%,4%,-6%,i,-2.3%,32%,
N#C/C(=C/c1cn(CC(=O)O)c2ccccc12)C(=O)NCc1ccccc1,-0.6%,-37%,16%,4.5%,0%,-4%,i,2.1%,6%,
Cc1cc(C)c2c3c(sc2n1)C(=O)N(c1ccccc1)CC(=O)N3,-0.7%,26%,29%,0.0%,16%,10%,i,-1.4%,-4%,
Cc1ccccc1C1C(C#N)=C2NC(=O)c3c(sc4c3CCCCC4)N2C2=C1C(=O)CC(C)(C)C2 (configuration not stated),x,31%,16%,-0.4%,-19%,x,x,20%,17%,
N#C/C(=C\c1ccc[nH]1)C(=O)N1CCCCC1,1.2%,25%,6%,-4.8%,2%,x,i,-0.1%,-1%,
CC(=O)c1ccc(NC(=O)CSCC(=O)Nc2ccc3ccccc3c2)cc1,-0.1%,13%,4%,-5.6%,-4%,-5%,i,-1.3%,-36%,
COc1ccc(-c2ccc(NS(=O)(=O)c3cc([N+](=O)[O-])ccc3C)cc2)nn1,-0.1%,-18%,20%,-2.0%,1%,-6%,x,3.2%,0%,
Cc1ccc2[nH]c3c(c2c1)CCN(C)C3,-0.1%,-10%,7%,-5.7%,-6%,-14%,x,1.6%,-16%,Dengue-2 NS5 capping pilot replicate=-7.0
CC(=O)c1ccc(OC(=O)Cc2cccc3ccccc23)cc1,0.5%,-15%[20 µM],2%,3.9%,-4%,-9%,x,0.7%,-21%,
CCc1cc2c(=O)[nH]c(N3CCCC3)nc2s1,-0.7%,-6%,-17%,3.4%,-11%,0%,i,1.7%,-34%,
Cc1ccc(C(=O)N/C(=C\c2cn(S(=O)(=O)N(C)C)c3ccccc23)C(=O)N2CCCC2)cc1,0.3%,-22%,19%,-1.7%,-4%,-3%,x,-0.9%,-2%,
CCN(CC)CCCN(CC(=O)N(C)Cc1ccccc1)C(=O)c1ccc([N+](=O)[O-])cc1,0.1%,-13%,1%,-3.5%,8%,x,x,0.3%,-10%,
COc1ccc(NC(=O)CS(=O)(=O)c2cn(CC(=O)N3CCOCC3)c3ccccc23)cc1,0.0%,-7%,9%,-4.0%,0%,5%,i,2.6%,-24%,
CCc1cc(=O)oc2cc(C)c(CN3CCCC(C)C3)c(O)c12 (configuration not stated),0.4%,4%,2%,-2.7%,26%,4%,i,35%,-19%,
